# High-throughput results as filed in PubChem.
# TAG inh: inhibitors of triacylglycerol accumulation; H9c2 cells, Nile Red lipid (TAG) fluorescence; cells loaded with 200 µM oleic acid; inhibition, % at 12.5 µM; actives 0.66% (n = 230,000);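 active = pattern-corrected inhibition of lipid staining of at least 50% with the nuclear-stain viability signal not falling by more than 50%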;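 also: 0% = DMSO wells and 100% = triacsin C control wells; some results filed as inactive read as strong as hits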
# TAG inh DAPI viability: second read-out of TAG inh, no call of its own (marks repeat the call); DAPI nuclei signal change (viability), lower = more cytotoxic, %;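 whole-well DAPI fluorescence read on a plate reader as a viability signal; minus 50 percent equals half of cells still viable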
# * = called active by the depositor. A portion of the library. The share of hits here may be higher or lower than overall.
SMILES,TAG inh,TAG inh DAPI viability
Cc1c(NP(=O)(Oc2ccccc2F)Oc2ccccc2F)c(=O)n(-c2ccccc2)n1C,5,-4
COc1ccc(N(/N=C2\Sc3ccccc3C2=O)C(C)=O)cc1,24,-10
Nn1c(-c2ccccn2)nnc1-c1ccccn1,6,6
Cc1noc(C)c1C(=O)Nc1nnc(CC(C)C)s1,-10,4
CCOC(=O)CCCCCC(=O)Nc1ccc2c(c1)CC(=O)N([C@H](C)CO)C[C@@H](C)[C@H](CN(C)Cc1ccc3c(c1)OCO3)O2,-12,-5
NC(=O)c1ncn([C@@H]2O[C@H](CNS(=O)(=O)c3cc4ccccc4s3)[C@@H](O)[C@H]2O)n1,-4,-2
Cc1ccc(S(=O)(=O)N2CCCCC2)cc1C(=O)N1CCN(CCO)CC1,1,1
CCN(CC)C(=O)c1c(-c2ccccc2)oc2ccc(O)cc12,11,0
Cc1ccc(-c2nc(=S)c3c(n2Cc2ccco2)CC(C)(C)OC3)cc1,9,0
O=C(OCCC1Oc2cccnc2NC1=O)c1ccc(F)cc1 (configuration not stated),3,-7
COc1cc(OCc2ccccc2)c(CC(=O)O)c([N+](=O)[O-])c1,-5,-6
ONC(=Nc1ccccc1)C(=Nc1ccccc1)NO,-10,5
N#Cc1ccccc1NC(=O)c1cc(=O)c2ccccc2o1,-14,6
COc1ccc(NC(=O)CN2CCN(S(=O)(=O)c3ccc(Cl)cc3)CC2)cc1Cl,-1,-6
O=S(=O)(Nc1ccc(F)cc1)c1ccc(NC(=S)Nc2ccccc2)cc1,-2,14
O=C(Nc1cc(Cl)ccc1N1CCOCC1)c1ccncc1,-5,3
CC1=C(C)CC(C(=O)Nc2cccc(Cl)c2)C(C(=O)O)C1 (configuration not stated),4,-9
COc1cc(-c2noc(C)c2C#CCO)cc(OC)c1OC,22,-14
CCCc1ccc(S(=O)(=O)N2CCN(C(C)C(=O)NCc3ccc(OC)cc3)CC2)cc1 (configuration not stated),9,-3
Cc1cc(Cl)ccc1OCCCC(=O)OCC(N)=O,-1,10
COc1ccc(C(C(=O)NCc2ccccc2)N(Cc2ccco2)C(=O)c2cnccn2)cc1 (configuration not stated),-6,-3
O=C(NCCCN1CCCC1=O)c1nnc(Cc2c(F)cccc2Cl)o1,11,-5
O=C(N/N=C/c1ccc(N2CCOCC2)cc1)c1ccccn1,1,-8
CC1CCc2c(sc(NC(=O)CSc3ncn[nH]3)c2C#N)C1 (configuration not stated),5,-2
CCc1nc(SCc2ccc(F)cc2)n[nH]1,-1,7
# Remaining list, next part:
SMILES,TAG inh,TAG inh DAPI viability
CO[C@H]1/C=C/O[C@@]2(C)Oc3c(C)c(O)c4c(O)c(c(C=NN5CCN(C)CC5)c(O)c4c3C2=O)NC(=O)/C(C)=C\C=C\[C@H](C)[C@H](O)[C@@H](C)[C@@H](O)[C@@H](C)[C@H](OC(C)=O)[C@@H]1C,16,6
COc1ccc(C(=O)N/C(=C\c2cn(S(=O)(=O)N(C)C)c3ccccc23)C(=O)N2CCCC2)cc1,-8,7
CCOC(=O)c1cn(CC(=O)Nc2ccc(OC)cc2OC)nn1,8,-1
COc1cc2c(C(=O)N3CCN(c4ccccc4)CC3)c(C)oc2cc1Br,-13,2
O=C(NCC(c1cccs1)N1CCOCC1)C1CCN(S(=O)(=O)c2cc(Cl)ccc2Cl)CC1 (configuration not stated),-6,-8
COCCn1c(SCC(=O)Nc2ccc3[nH]c(=O)[nH]c3c2)nc2ccccc21,3,-1
CC1CCCN(C(=O)CCCNC(=O)c2ccc(Cl)cc2)C1 (configuration not stated),0,0
CCCOc1ccc(C(=O)NNC(=O)CCNC(=O)c2ccco2)cc1OC,11,-2
COc1ccc(OC)c(C(=O)c2coc3ccc(O)cc23)c1,-15,16
NNC(=S)Nc1ccc(OC(F)(F)F)cc1,2,-1
Cc1ccccc1CN1CCN(C(=O)c2ccc(S(=O)(=O)NCc3ccco3)cc2)CC1,-4,-1
CCCNS(=O)(=O)c1ccc(OCC(=O)Nc2ccccc2F)cc1,4,-9
O=C(Nc1ccc(N2CCOCC2)cc1N1CCOCC1)c1ccc([N+](=O)[O-])cc1Cl,1,1
CCOC(=O)c1cc(-c2ccccc2)n(CC(=O)Nc2ccc(OC)c(OC)c2)c1C,1,-4
c1ccc2c(c1)CC/C2=N/Nc1nc2ccccc2[nH]1,26,-2
CCCc1nc(SCc2ccccn2)c2c(=O)n(C)c(=O)n(C)c2n1,10,-3
Clc1ccc(N2CCN(Cc3c[nH]c4ncccc34)CC2)cc1,-8,11
CC1CC(CCC(=O)NC(=S)Nc2ccc(S(N)(=O)=O)cc2)C(=O)O1 (configuration not stated),17,-6
COc1ccc(OCc2cc(C(=O)NC3CCc4ccccc43)no2)c(Cl)c1 (configuration not stated),-24,10
NNC(=O)c1nc(-c2cccc(-n3cccc3)c2)no1,-14,5
Cc1cccc(N2C(=O)C(Cl)=C(N3CCOCC3)C2=O)c1,-7,5
CCN(CC)c1ccc(/C=N/N2CC(=O)NC2=S)cc1,-9,8
COc1cccc(NC(=O)C2(C)CCN2Cc2ccccc2Cl)c1 (configuration not stated),-19,11
Cc1nc(CSc2ccc(Cl)cc2)cc(N2CCOCC2)n1,-3,0
C#CCn1c(=NC(=O)c2cccs2)sc2cccc(OCC)c21,4,24
# Next section
SMILES,TAG inh,TAG inh DAPI viability
O=C(NC1(C(F)(F)F)N=C2SCCN2C1=O)C1CCCCC1 (configuration not stated),5,-11
CCc1ccc(NC(=O)CSc2nc3ccccc3nc2N2CCCCC2)cc1,11,4
CCOc1ccc(N2C(=O)CC(N3CCC(O)(c4ccc(Br)cc4)CC3)C2=O)cc1 (configuration not stated),3,-5
CC(C(=O)Nc1nnc(C2CC2)s1)N1C(=O)C2CC=CCC2C1=O (configuration not stated),-7,2
COc1cccc(C(=O)NOCc2ccc(C)cc2)c1OC,12,-7
CC(=O)C1=C(O)CCC1=N,-23,10
O=C(O)c1ccc(N2C(=O)CC(N3CCC(c4nc5ccccc5[nH]4)CC3)C2=O)cc1 (configuration not stated),8,-16
O=C(CC1C[C@H](C(=O)N2CCCCC2)[C@@]2(CCc3ccccc3)c3[nH]c4ccccc4c3CCN2C1=O)NCCCn1ccnc1 (some centres not stated),5,5
Cc1ccc(S(=O)(=O)N(CCO)c2cc3c(s2)CCCC3)cc1,-12,-5
O=C(NNc1ccnc2cc(Cl)ccc12)C1CCCCC1,-36,2
CNC(=O)c1sc(-c2ccccn2)nc1C,-3,3
CSc1ccc(S(=O)(=O)NCC(=O)OCC(=O)NCc2ccco2)cc1[N+](=O)[O-],6,-1
CCCCn1c(N)c(N(C)C(=O)c2ccc(-n3cccn3)cc2)c(=O)[nH]c1=O,16,-7
Cc1cc(C)cc(NC(=O)CN2CCc3ccccc3C2)c1,-8,-6
COCCNC(=O)CSc1ccc(C)cc1,-3,0
C=CCn1c(SCc2cc(C(=O)OC)c(C)o2)nnc1-c1ccncc1,4,-7
CCn1c(CC(=O)Nc2ccccc2F)nnc1SCC(=O)NC1=NCCS1,20,-8
CCc1ccc(CN(C)C(=O)C2=CC=CN3CCS(=O)(=O)N=C23)cc1,6,-3
Nc1cccc(-c2nnc3n2CCCCC3)c1,-7,-8
Cc1cc2oc(C(=O)Nc3ccc(S(=O)(=O)Nc4nccs4)cc3)cc(=O)c2cc1Cl,0,7
C[C@@H](C(=O)OCC(=O)c1ccc(F)c(F)c1)N1C(=O)C2CCCCC2C1=O (some centres not stated),9,3
Fc1ccc(NC(=S)N2CCN(c3ccccn3)CC2)cc1Cl,-12,9
Cc1c(-c2n[nH]c(=S)n2-c2ccc(Br)cc2)nnn1-c1ccc(Cl)cc1,15,-12
COc1ccccc1C(=O)C1CCCN(C(=O)CCn2cnnn2)C1 (configuration not stated),9,2
NC(=O)C1CCN(C(=O)c2ccc(CS(=O)(=O)c3c(Cl)cccc3Cl)o2)CC1,-3,4
# Following part.
SMILES,TAG inh,TAG inh DAPI viability
COC(=O)C1(C(F)(F)F)N=C(N(C)C)OC(N(C)C)=N1,11,-12
CC(=O)NC1=NN(C(C)=O)C(c2cccc([N+](=O)[O-])c2)S1 (configuration not stated),-6,-3
O=C1c2ccccc2C(=O)N1CCC(c1ccccc1)c1ccco1 (configuration not stated),-3,-15
Cc1ccc(O)c(N=CC2=C(O)c3ccccc3C2=O)c1,-29,-4
CCCCNC(=O)C1=C(N)C(C(=O)Nc2ccc(C)c(S(=O)(=O)N3CCCCC3)c2)SC1=Nc1ccc(C)cc1C (configuration not stated),-3,-13
Cc1ccccc1CSCCC(=O)NCCc1ccccc1,-7,1
CC1=C(C(=O)OCC2CCCO2)C(c2ccccc2)C2=C(CC(C)(C)CC2=O)N1 (configuration not stated),-4,2
O=C1CCCCCCCCCC/C(=N\O)CCCO1,2,-2
COCCCC1CCN(C(=O)c2cc(COc3ccc(C)nc3)on2)CC1,-18,7
COc1ccc(C2CC(=O)Nc3n[nH]c(-c4ccccc4)c32)cc1OC (configuration not stated),-1,3
CCC[C@H]1CN(c2ccc(OC)cc2)C(=O)[C@@H]1CC(=O)NC,9,-9
CCN1C(=O)CC(c2ccccc2)N(C2CCCC2)c2nc(Nc3ccc(C(=O)NC4CCN(C)CC4)cc3OC)ncc21 (configuration not stated),37,-6
Cc1cccc(N(C(=O)c2snc(C(N)=O)c2N)C(C)C(=O)NCC2CCCO2)c1 (configuration not stated),10,19
O=C(NCc1ccccc1)c1c[nH]c2ccccc2c1=O,11,-7
O=C(COC(=O)C1=COCCO1)NC(=O)c1ccc(OC(F)F)cc1,4,-6
O=C(CSc1ccc2nnc(-c3ccccn3)n2n1)N1CCOCC1,13,-5
C=CCOCCN(CCOCC=C)C1=NS(=O)(=O)c2ccccc21,3,-8

# By substructure: those above containing fluorine
SMILES,TAG inh,TAG inh DAPI viability
Cc1c(NP(=O)(Oc2ccccc2F)Oc2ccccc2F)c(=O)n(-c2ccccc2)n1C,5,-4
O=C(OCCC1Oc2cccnc2NC1=O)c1ccc(F)cc1 (configuration not stated),3,-7
O=S(=O)(Nc1ccc(F)cc1)c1ccc(NC(=S)Nc2ccccc2)cc1,-2,14
O=C(NCCCN1CCCC1=O)c1nnc(Cc2c(F)cccc2Cl)o1,11,-5
CCc1nc(SCc2ccc(F)cc2)n[nH]1,-1,7
NNC(=S)Nc1ccc(OC(F)(F)F)cc1,2,-1
CCCNS(=O)(=O)c1ccc(OCC(=O)Nc2ccccc2F)cc1,4,-9
O=C(NC1(C(F)(F)F)N=C2SCCN2C1=O)C1CCCCC1 (configuration not stated),5,-11
CCn1c(CC(=O)Nc2ccccc2F)nnc1SCC(=O)NC1=NCCS1,20,-8
C[C@@H](C(=O)OCC(=O)c1ccc(F)c(F)c1)N1C(=O)C2CCCCC2C1=O (some centres not stated),9,3
Fc1ccc(NC(=S)N2CCN(c3ccccn3)CC2)cc1Cl,-12,9
COC(=O)C1(C(F)(F)F)N=C(N(C)C)OC(N(C)C)=N1,11,-12
O=C(COC(=O)C1=COCCO1)NC(=O)c1ccc(OC(F)F)cc1,4,-6
